Source: PubChem BioAssay (Southern Research Specialized Biocontainment Screening Center)
H1N1 NS1A inhibition – NS1A inhibition, H1N1 influenza, cell based functional assay (AID 504329); inhibition, % at 12.5 µM, or IC50 in µM where a hit was titrated; NS1A functional cell-based assay, percent inhibition; higher % means a stronger effect; 340,000 compounds, 0.3% hits; in the data active = a potency from the dose series; inconclusive = inhibition above about 27% without an active follow-up result; note: strong numbers were not always called active
H37Rv inhibition – M. tuberculosis growth inhibition, HTS (AID 449762) | M. tuberculosis H37Rv growth inhibition, 7H9 media; higher % means a stronger effect | 330,000 compounds, 0.59% hits | inhibition, % at 25 µM, or IC50 in µM where a hit was titrated; in the data active = a potency from the dose series; inconclusive = inhibition above about 70% without an active follow-up result;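 note: bacterial growth assessed after seven days of incubation; strong numbers were not always called active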
inhibitors of VEEV – inhibitors of VEEV TC-83 cytopathic effect, confirmation, Vero cells (AID 588727); one-dose inhibition, % at 20 µM; IC50 in µM for titrated hits; Vero cells, VEEV TC-83 cytopathic effect inhibition; higher % means a stronger effect; 350,000 compounds, 0.13% hits; in the data active = a potency from the dose series; inconclusive = inhibition mostly from about 14% at the one dose, without a potency; inactive = the rest, 99 in 100 with inhibition below about 12%; note: strong numbers were not always called active
Salmonella PhoP GFP – PhoP regulon inhibitors, Salmonella typhi PhoP promoter GFP reporter, confirmatory (AID 1850). Salmonella Typhi PhoP-promoter GFP reporter, fluorescence, 4 h; higher % means a stronger effect. inhibition, % at 50 µM, or IC50 in µM where a hit was titrated. 310,000 compounds, 0.33% hits; in the data active = a potency from the dose series; inconclusive = inhibition mostly from about 25% at the one dose, without a potency; inactive = the rest, 99 in 100 with inhibition below about 19%;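 note: 0% = induced wells with vehicle and 100% = uninduced wells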
tuberculosis growth – growth inhibition of non-replicating M. tuberculosis (AID 488890); Mycobacterium tuberculosis non-replicating, growth inhibition; higher % means a stronger effect; inhibition, % at 25 µM, or IC50 in µM where a hit was titrated; 320,000 compounds, 0.39% hits; in the data active = a potency from the dose series; inconclusive = inhibition mostly from about 82% at the one dose, without a potency; inactive = the rest, 99 in 100 with inhibition below about 76%;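 note: plate controls were DMSO cells for no effect and high antibiotic wells for full effect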
inhibitors of VEEV 10K pilot screen – recorded beside inhibitors of VEEV, whose call it bears; inhibition, %; measured here: 10K pilot screen inhibition
Starred values were filed as active, the others as inactive; i = inactive; ? = inconclusive; . = not tested or not shown.

SMILES | H1N1 NS1A inhibition | H37Rv inhibition | inhibitors of VEEV | Salmonella PhoP GFP | tuberculosis growth | others
Cc1[nH]c2ccccc2c1C(=O)CN1C(=O)NC2(CCCCCC2)C1=O | -18.7% | -7.1% | 8.5% | . | 3.3%
Cc1ccc(CC2C(=O)N(C)C(=O)N(C)C2=O)s1 | -6.7% | -3.3% | 1.4% | 5.6% | 10.8%
COc1cc(/C=N/NC(=O)c2nnn(-c3nonc3N)c2C(C)C)ccc1O | 0.9% | 0.8% | 2.0% | 1.0% | 13.7%
O=C(Nc1ccc(S(=O)(=O)Nc2ncccn2)cc1)c1ccc(S(=O)(=O)N2CCCC2)cc1 | 11.6% | 6.5% | 0.6% | 7.6% | 13.3%
CCOc1ccc(C(=O)NC(C(=O)NCCc2ccc(S(N)(=O)=O)cc2)C(C)C)cc1 (centres undefined) | -7.3% | -0.5% | 0.6% | -18.5% | 10.7%
COCC(C)NC(=O)CSc1nc2ccccc2n1CCc1ccccc1 (centres undefined) | 0.2% | -6.5% | i | -5.2% | 21.9% | inhibitors of VEEV 10K pilot screen=0.4
COc1ccccc1NC(=O)c1nnn(CC(=O)Nc2cccc(SC)c2)c1N | 6.2% | -2.0% | 3.7% | -10.6% | 14.2%
CCOC(=O)c1cc(C(=O)NN)c(=O)[nH]c1C | -2.0% | 8.1% | 1.2% | 21.4% | 6.5%
COc1ccc(N2C(=O)CCC(C(=O)N3CCN(c4ccccn4)CC3)C2c2ccc(F)cc2)cc1 (centres undefined) | -0.4% | -4.1% | 0.8% | 3.1% | 3.5%
CCCCC1=CC2=C(c3ccco3)C(=O)C(C)(OC(=O)c3ccc(OC)cc3)C(=O)C2=CN1CC(C)C (centres undefined) | -33.7% | -3.7% | 1.6% | 6.0% | 71.0%
Cc1ccc2nc(SCC(=O)Nc3nnc(SCC(N)=O)s3)[nH]c2c1 | -2.6% | -1.3% | i | -2.1% | 2.3% | inhibitors of VEEV 10K pilot screen=1.6
CS(=O)(=O)c1ccc(C(=O)OCC(=O)N2CCCc3ccccc32)cc1 | -3.6% | -0.6% | 0.6% | 6.1% | -9.6%
O=C(COc1ccc(-n2cnnn2)cc1)Nc1ccc(Br)cc1F | -6.4% | -2.3% | 2.2% | . | 25.9%
COCC(=O)Nc1ccc(OCc2ccccc2)cc1 | -4.3% | ? | 1.2% | 0.8% | 65.9%
COc1ccc(Cl)cc1NC(=O)CN(C)C(=O)COc1ccccc1F | -12.4% | 2.7% | 0.3% | -25.7% | 11.1%
O=C(Nc1ccc(N2CCN(C(=O)c3ccccc3)CC2)c(Cl)c1)c1ncn[nH]1 | -8.7% | 0.2% | 1.7% | 9.1% | 26.6%
COc1ccccc1-c1ccc(SCC(=O)NCCc2ccccc2)nn1 | 1.5% | -2.3% | 4.7% | -3.4% | 78.8%
Cc1ccc(NC(=O)C2CCC(=O)N2C(=O)OCc2ccccc2)cc1 (centres undefined) | -3.7% | -9.9% | 2.2% | 0.4% | -6.0%
COc1cccc(C(=O)Nc2cc(S(=O)(=O)N3CCOCC3)ccc2N2CCOCC2)c1 | -4.1% | . | 3.5% | . | .
O=C(COC(=O)/C=C/c1ccc(OC(F)F)cc1)NC1CCCC1 | -14.5% | 7.9% | 0.9% | . | 39.8%
Cc1nc(NC(=O)CCCC(=O)Nc2nc(C)c(C)s2)sc1C | -3.2% | -7.0% | 2.5% | -3.5% | -3.6%
CCOC(=O)CC1OC(=O)c2cc3c(cc21)C(=O)OC3CC(=O)OCC (centres undefined) | 8.0% | -1.9% | 2.5% | -5.8% | -0.6%
O=C(O)c1cccc(S(=O)(=O)N2CCCC(c3nc4c(nnn4Cc4ccccc4Cl)c(=O)[nH]3)C2)c1 (centres undefined) | -2.6% | -3.8% | 1.6% | 6.5% | -4.3%
CCC(C)N1CCN(C(=O)C2CCN(S(=O)(=O)c3c(C)noc3/C=C/c3ccco3)CC2)CC1 (centres undefined) | -6.6% | 22.9% | 0.0% | -14.2% | 53.7%
CCC(=O)NC(=S)Nc1ccc(NC(=O)c2ccc([N+](=O)[O-])cc2Cl)cc1 | 1.8% | 51.5% | 0.6% | -0.5% | 76.5%

In the list so far, these contain two or more sulfur atoms:
SMILES | H1N1 NS1A inhibition | H37Rv inhibition | inhibitors of VEEV | Salmonella PhoP GFP | tuberculosis growth | others
O=C(Nc1ccc(S(=O)(=O)Nc2ncccn2)cc1)c1ccc(S(=O)(=O)N2CCCC2)cc1 | 11.6% | 6.5% | 0.6% | 7.6% | 13.3%
Cc1ccc2nc(SCC(=O)Nc3nnc(SCC(N)=O)s3)[nH]c2c1 | -2.6% | -1.3% | i | -2.1% | 2.3% | inhibitors of VEEV 10K pilot screen=1.6
Cc1nc(NC(=O)CCCC(=O)Nc2nc(C)c(C)s2)sc1C | -3.2% | -7.0% | 2.5% | -3.5% | -3.6%

(cont.)
SMILES | H1N1 NS1A inhibition | H37Rv inhibition | inhibitors of VEEV | Salmonella PhoP GFP | tuberculosis growth | others
Cn1nccc1C(=O)N1CCCC(Nc2ccc(F)cc2)C1 (centres undefined) | 1.5% | 7.5% | 0.8% | -6.2% | 6.5%
Cc1nn(Cc2cccc(C(=O)Nc3ccn(Cc4ccccc4)n3)c2)c(C)c1[N+](=O)[O-] | 3.5% | -4.0% | 2.1% | -3.7% | -1.5%
Cc1ccc(NC(=O)C2CCCC2)c(Br)c1 | -0.6% | -8.0% | 0.4% | 0.9% | 1.3%
CCCn1c(SCC(=O)NC(C)c2ccccc2)n[nH]c1=O (centres undefined) | -5.9% | -3.1% | 1.3% | -0.2% | 8.4%
OC1(c2ccccc2)CCNC2CCCCC21 (centres undefined) | -47.3% | -6.1% | i | 0.7% | -2.5%
C=CCN(CC=C)S(=O)(=O)c1ccc(NC(=S)NC(=O)/C=C/c2ccc(C)cc2)cc1 | -1.4% | 3.4% | 1.2% | -5.3% | 5.4%
CSCc1cc(N(C)c2ccccc2)nc(-c2ccccc2)n1 | -7.6% | 8.3% | 1.1% | -6.6% | 0.4%
COc1cc2c(cc1OC)C(c1cc([N+](=O)[O-])ccc1O)NCC2 (centres undefined) | -4.6% | 0.2% | i | 2.9% | -2.7%
O=C(NCCc1c[nH]c2ccccc12)c1ccc2nc[nH]c2c1 | -11.7% | 0.5% | 0.7% | 7.8% | -5.8%
O=C(Nc1cc(=O)[nH]c2ncnn12)c1ccccc1F | -11.2% | -4.0% | 0.3% | 3.2% | -3.6%
Cc1cccc(NC(=S)N/N=C/C(C)c2ccccc2)c1C (centres undefined) | 6.7% | 14.6% | 1.2% | 7.3% | 17.5%
O=C1c2ccccc2S(=O)(=O)N1CCOc1ccc(F)cc1 | 2.5% | -19.6% | 2.8% | 19.9% | 2.3%
CCCCOc1ccc(C(=O)OCC(=O)Nc2cc(C)c(C)cc2[N+](=O)[O-])cc1 | -12.2% | 2.1% | 5.3% | -4.6% | 8.2%
CCOC(=O)c1sc2nccc(OC)c2c1N=CN(C)C | -2.9% | -7.2% | 1.1% | 3.2% | -10.4% | inhibitors of VEEV 10K pilot screen=0.5
CCOc1ccc(N(CC(=O)NC2CCCC2)S(=O)(=O)c2ccccc2)cc1 | -6.8% | 4.8% | i | 8.7% | -5.8%
CCn1c(CNC(=O)c2ccco2)nnc1SCC(=O)Nc1ccccc1Cl | -1.7% | 1.4% | 5.7% | 8.9% | 6.0%
CCCC(=O)Nc1cccc(NC(=O)c2ccc([N+](=O)[O-])cc2Cl)c1 | -2.3% | -7.0% | 0.3% | 0.1% | -8.5%
CCc1ccc(OCCn2ccnc2)cc1 | -6.8% | 0.9% | 0.7% | -2.3% | 2.7%
CN(C)C(=O)CCc1nc2sc3c(c2c(=O)[nH]1)CCCC3 | 22.9% | -4.4% | 1.6% | 3.1% | -5.1%
O=C(CNc1cccc2ccccc12)N/N=C/c1ccc(OC(=O)/C=C/c2ccco2)cc1 | 2.1% | . | 0.1% | . | .
CN(C)C(=O)c1ccccc1NC(=O)Cc1cccc2ccccc12 | 19.2% | -1.6% | i | -3.9% | 5.9%
Cc1cc(/C(N)=N/OC(=O)Nc2ccccc2)no1 | . | 4.3% | 0.6% | 6.2% | -7.6%
COc1ccc(NC(=O)Nc2c(SC)nsc2SC)cc1 | -0.8% | 2.8% | 0.4% | -11.9% | 4.0%
COc1ccccc1N(C)S(=O)(=O)c1ccc(C(=O)Nc2cc(F)ccc2C)cc1 | 5.2% | -7.2% | 9.5% | . | 35.4%
Fc1ccc2cc(-c3cccnc3)ncc2c1 | -4.8% | 0.1% | 5.3% | . | -3.5%

2 entries picked at random from the list so far, as already listed:
SMILES | H1N1 NS1A inhibition | H37Rv inhibition | inhibitors of VEEV | Salmonella PhoP GFP | tuberculosis growth | others
Cc1nn(Cc2cccc(C(=O)Nc3ccn(Cc4ccccc4)n3)c2)c(C)c1[N+](=O)[O-] | 3.5% | -4.0% | 2.1% | -3.7% | -1.5%
Cc1ccc(NC(=O)C2CCCC2)c(Br)c1 | -0.6% | -8.0% | 0.4% | 0.9% | 1.3%

The listing continues.
SMILES | H1N1 NS1A inhibition | H37Rv inhibition | inhibitors of VEEV | Salmonella PhoP GFP | tuberculosis growth | others
CCSc1nc2ccccc2c(=O)n1CCc1ccc(OC)c(OC)c1 | 16.9% | 23.1% | 9.5% | -16.6% | -2.8%
CCN(C(=O)COC(=O)C1CCN(S(=O)(=O)c2c(Cl)cccc2Cl)CC1)C1CCCCC1 | -10.3% | -2.8% | 2.2% | -8.2% | 17.2%
COc1ccc(OC)c(/C=N/NC(=O)c2cc(-c3ccc(C)o3)nc3ccccc23)c1 | 1.4% | 1.3% | 0.3% | -3.9% | -8.9%
CC(=O)N1CCc2cc(S(=O)(=O)NC(C(=O)Nc3ccc4c(c3)OCCO4)C(C)C)ccc21 (centres undefined) | 7.3% | -5.6% | 1.2% | 3.2% | 7.2%
O=C(Cc1ccccc1[N+](=O)[O-])N1CCN(c2ccc(F)cc2)CC1 | -3.5% | 1.4% | 1.5% | 1.1% | 4.8%
O=C(c1ccc(COc2ccccc2Cl)o1)N1CCCC1 | 2.9% | -2.8% | 2.4% | 5.1% | -8.3%
CC(C)Nc1oc(Cc2cccc3ccccc23)nc1C#N | 8.5% | -8.6% | i | -12.2% | 14.8%
COCCCN1C(=O)c2ccc(C(=O)O)cc2C1=O | 1.3% | -5.5% | i | -4.8% | -8.4%
CCc1ccc(C(=O)COC(=O)c2cccnc2Cl)cc1 | -6.8% | -2.2% | 0.7% | 0.1% | 4.0%
CC(C)(C)n1nnnc1C(c1cccnc1)N1CCN(c2ccccn2)CC1 (centres undefined) | -4.5% | 3.7% | i | -11.0% | 4.7%
CCC(C)c1ccc(S(=O)(=O)N2CCN(S(=O)(=O)c3ccc(NC(C)=O)cc3)CC2)cc1 (centres undefined) | -1.6% | 3.0% | i | 9.0% | -5.3%
COC(=O)c1cc(S(=O)(=O)N2CCC(c3ccccc3)C2)c[nH]1 (centres undefined) | 3.0% | 1.9% | 5.5% | 3.8% | 5.3%
COc1ccc(CCNC(=O)CSc2nnc(NC(C)=O)s2)cc1OC | -10.9% | -4.2% | 0.5% | -0.7% | -0.7%
CN(C)C1=NC[C@H](Cc2ccccc2)N1CC1CCCCC1 | 10.4% | -0.3% | i | -1.4% | 10.4% | inhibitors of VEEV 10K pilot screen=0.0
C/C=C\C=C/C(=O)Nc1cccc(C2=NOC3(C2)C[C@H](C(N)=O)N(C(=O)CC)C3)c1 (some centres undefined) | -12.1% | -3.5% | 3.4% | -3.5% | -6.6%
CCC(OC(=O)CCc1nc2ccccc2[nH]c1=O)C(=O)c1ccccc1 (centres undefined) | 1.3% | 9.9% | 3.4% | 2.7% | 6.5% | inhibitors of VEEV 10K pilot screen=5.4
CCOc1ccc(CNCCc2ccc(S(N)(=O)=O)cc2)cc1 | 0.2% | -4.5% | 0.7% | 1.7% | -8.9%
COc1cc(NC(=O)c2ccc(C)cc2)c(OC)cc1NC(=O)CN1CCOCC1 | 2.7% | 51.5% | 11.9% | -3.6% | 2.0%

3 compounds out of the list, sorted by length of the SMILES, high to low.
SMILES | H1N1 NS1A inhibition | H37Rv inhibition | inhibitors of VEEV | Salmonella PhoP GFP | tuberculosis growth | others
C/C=C\C=C/C(=O)Nc1cccc(C2=NOC3(C2)C[C@H](C(N)=O)N(C(=O)CC)C3)c1 (some centres undefined) | -12.1% | -3.5% | 3.4% | -3.5% | -6.6%
COc1ccc(CCNC(=O)CSc2nnc(NC(C)=O)s2)cc1OC | -10.9% | -4.2% | 0.5% | -0.7% | -0.7%
CCc1ccc(C(=O)COC(=O)c2cccnc2Cl)cc1 | -6.8% | -2.2% | 0.7% | 0.1% | 4.0%

Not a hit list; any-hit rate near 1.5%.
